# Source: PubChem BioAssay (several laboratories)
# STAT3 inh = inhibitors of IL-6 induced STAT3 signaling; U3A cells, IL-6 STAT3-luciferase reporter, luminescence; host cell line lacks STAT1; inhibition, % at 5.5 µM; actives 0.89% (n = 190,000);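 active means inhibition above the mean inhibition across all screened compounds plus 3 SD, cut at about 44% in these data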;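 further: 0% = DMSO only wells and 100% = 100 µM nifuroxazide control wells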
# Diaph inh CS = inhibits diaphorase or chemically oxidizes, flagging diaphorase assay artifacts; diaphorase resazurin-to-resorufin fluorescence, NADH, 16 min; bacterial (C. kluyveri) enzyme, not human; inhibition, % at 20 µM; actives 0.69% (n = 190,000);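 active means primary screen inhibition at 20 µM above a set limit, cut at about 50% in these data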;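 further: plate controls were DMSO with full reaction for no effect and wells lacking NADH for full effect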
#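 System: Diaphorase enzyme from Clostridium kluyveri | Amount: Enzyme working solution with 0.14 U/mL diaphorase | Benchmarks: No-NADH positive control and DMSO neutral control | Signal: Fluorescence of resorufin formed from resazurin, Ex 544/Em 590 nm | Schedule: 16-min room-temperature incubation before reading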
# STAT1 activator = increases IFN-gamma driven STAT1 reporter signal | NIH 3T3 STAT1-luciferase reporter, luminescence; 100% = IFN-gamma alone, no compound | activation (% of control), % at 5.5 µM | actives 2.6% (n = 200,000) | AID 932;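 active means activation above the screen-wide mean activation plus 3 SD, cut at about 130% in these data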;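 further: raw ratio to IFN-gamma control signal so 100% means no change and 0% no light; values of inactives mirror those of a sister screen read the other way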
# APP 5UTR inh = APP translation inhibition; SH-SY5Y APP 5'UTR-luciferase reporter, luminescence; inhibition, % at 2 µM; actives 0.82% (n = 190,000); AID 1285;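 active means inhibition above a set limit, derived from the sample mean plus 3 SD, cut at about 45% in these data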; further: values of inactives mirror those of a sister screen read the other way
# Diaph act CS = diaphorase activation or chemical reduction counter-screen; Diaphorase/resazurin coupled assay, resorufin fluorescence, 16 min; active compounds read high; 1 = vehicle wells, 0 = NADH-free wells; activation factor at 20 µM; actives 0.005% (n = 190,000); AID 1229;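 active means diaphorase activity raised at least twofold by the compound at 20 µM; inactive means activation factor below 2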
#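 Measured by – red resorufin fluorescence at 544/590 nm excitation/emission · Test system – Clostridium kluyveri diaphorase, purified enzyme · Incubation – reaction time 16 min, room temperature · Buffer or medium – 50 mM HEPES pH 7.4 with 4.542 mM MgCl2, 0.005% Tween 20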
# G6PDH counter = L. mesenteroides G6PDH inhibition counter-screen; actives 0.12% (n = 200,000); Purified L. mesenteroides G6PDH, diaphorase/resazurin coupled fluorescence, 45 min; inhibition, % at 5 µM; in the data active means inhibition above about 50%
# STAT1 blocker = STAT1 signaling inhibition; NIH 3T3 STAT1-luciferase reporter, IFN-gamma, luminescence; inhibition, % at 5.5 µM; actives 0.35% (n = 200,000);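 active means inhibition above a set limit, the mean inhibition across all tested compounds plus 3 SD, cut at about 34% in these data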;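 further: 0% = IFN-gamma with DMSO and 100% = IFN-gamma with 300 µM nifuroxazide; values of inactives mirror those of a sister screen read the other way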
# STAT3 activator = STAT3 signaling activation | U3A cells, IL-6 STAT3-luciferase reporter, luminescence; 100% = signal with IL-6 EC80 alone | activation (% of control), % at 5.6 µM | actives 0.91% (n = 190,000) | AID 871;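 active means activation above the screen-wide mean of compound activation plus 3 SD, cut at about 130% in these data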;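 further: 0% = background luminescence of wells with medium and substrate only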
#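 Material: STAT3-luciferase reporter U3A cells. Controls: IL-6-treated wells, 100% activation. Read-out: % activation versus median of IL-6-stimulated wells. Probe or stimulus: IL-6 stimulus at 33 ng/mL final. Timing: compound 1 h, then IL-6 6 h at 37 °C. Signal: reporter luminescence signal.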
# TLR4-MyD88 BLA = blocks binding of human TLR4 to MyD88. O00206+Q99836. AID 861. inhibition, % at 8.4 µM. HeLa CL3-4 TLR4/MyD88 BLA complementation, FRET ratio. actives 0.18% (n = 200,000); in the data active means inhibition above about 25%;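 further: 0% = vehicle and 100% = reference inhibitor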
# Target sequence (O00206 whole entry, looked up): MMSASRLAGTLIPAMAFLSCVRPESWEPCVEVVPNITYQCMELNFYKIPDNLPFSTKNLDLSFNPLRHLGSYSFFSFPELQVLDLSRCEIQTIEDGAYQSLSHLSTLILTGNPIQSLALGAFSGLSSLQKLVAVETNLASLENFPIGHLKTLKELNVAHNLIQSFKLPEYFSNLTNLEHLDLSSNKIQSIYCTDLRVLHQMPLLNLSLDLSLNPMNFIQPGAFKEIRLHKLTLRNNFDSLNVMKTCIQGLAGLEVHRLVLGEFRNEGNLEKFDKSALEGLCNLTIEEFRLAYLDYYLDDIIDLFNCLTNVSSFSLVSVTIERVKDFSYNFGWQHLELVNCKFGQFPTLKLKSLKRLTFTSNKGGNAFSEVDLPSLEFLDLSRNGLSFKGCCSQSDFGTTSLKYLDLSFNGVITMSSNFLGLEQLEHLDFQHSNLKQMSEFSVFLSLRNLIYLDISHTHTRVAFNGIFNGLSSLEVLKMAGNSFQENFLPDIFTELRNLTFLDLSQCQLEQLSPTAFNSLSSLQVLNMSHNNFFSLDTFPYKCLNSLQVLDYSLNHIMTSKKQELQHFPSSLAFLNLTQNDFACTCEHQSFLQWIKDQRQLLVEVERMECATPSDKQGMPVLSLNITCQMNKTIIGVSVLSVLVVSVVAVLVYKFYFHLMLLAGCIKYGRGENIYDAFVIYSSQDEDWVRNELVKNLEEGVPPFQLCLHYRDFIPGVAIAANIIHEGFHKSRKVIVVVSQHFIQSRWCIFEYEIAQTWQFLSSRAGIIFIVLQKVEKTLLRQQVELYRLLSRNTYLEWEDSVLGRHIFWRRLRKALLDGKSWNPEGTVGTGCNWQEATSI
# Target sequence (Q99836 whole entry, looked up): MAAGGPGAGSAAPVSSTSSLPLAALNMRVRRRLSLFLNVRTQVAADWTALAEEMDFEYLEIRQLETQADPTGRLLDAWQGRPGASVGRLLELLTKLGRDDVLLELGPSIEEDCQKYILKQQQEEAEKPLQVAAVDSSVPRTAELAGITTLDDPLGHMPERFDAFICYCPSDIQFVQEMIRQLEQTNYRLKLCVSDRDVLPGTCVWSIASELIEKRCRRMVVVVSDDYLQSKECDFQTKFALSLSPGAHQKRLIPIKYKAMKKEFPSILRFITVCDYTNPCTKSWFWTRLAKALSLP
# Hsp70 activator = transcriptional activators of Hsp70; HeLa Hsp70 promoter luciferase reporter, luminescence; scaled: vehicle 0, proteasome-inhibitor control 100%; activation, % at 10 µM; actives 0.04% (n = 200,000);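 active means activation above the mean across all tested compounds plus 3 SD, cutoff set per campaign, cut at about 5.5% in these data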;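 further: 100% = MG132 at 30 µM as the positive control and 0% = DMSO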
# * marks the source's active call; other numbers are inactive results; x = no result given. The order is random; 6.1% or so of the library scored in one or more.
SMILES,STAT3 inh,Diaph inh CS,STAT1 activator,APP 5UTR inh,Diaph act CS,G6PDH counter,STAT1 blocker,STAT3 activator,TLR4-MyD88 BLA,Hsp70 activator
Nc1ccc2c(c1)sc1ccccc12,11,25,130*,-11,0.8,9,-33,94,-6,-0.2
CC(C)Cc1nnc(NC(=O)Cc2ccccc2[N+](=O)[O-])s1,-4,0,98,-4,1,9,3,101,0,0.1
CCSCCOC(=O)C1=C(C)NC(=O)NC1c1cccc(OC)c1OC (centres undefined),9,12,99,-3,0.9,0,2,98,2,-0.3
O=C(CSc1nnc(CNc2ccc(F)cc2)n1Cc1ccccc1)NCc1ccco1,8,29,101,6,0.7,5,-2,96,8,0.8
CCCCCCn1c(N(CC)CC)nc2c1c(=O)[nH]c(=O)n2C,-3,12,91,-13,0.9,0,10,106,12,-0.1
Cc1ccc2c(c1)OC(=O)CC2c1ccccc1 (centres undefined),6,12,96,4,0.9,4,4,100,-7,-0.3
Cc1[nH]c(=O)[nH]c(=O)c1S(=O)(=O)N1CCCC(C(=O)NCCc2ccc(Cl)cc2)C1 (centres undefined),6,7,104,-4,0.9,-2,-4,100,12,-0.2
Cc1cccc(C)c1NC(=S)N(CCN(C)C)Cc1cccs1,6,5,103,-9,0.9,6,-4,97,-13,-0.1
O=C(Nc1ccc2c(c1)OCO2)Oc1ccccc1,-8,19,125,-58,0.8,-2,-28,110,8,-0.1
Cc1cccc(NS(=O)(=O)c2cccc3cccnc23)n1,-20,15,100,-22,0.9,-6,1,116,6,-0.3
Cc1cccc(NC(=O)CCn2ccnc2C)c1,-4,9,105,-5,0.9,11,-6,105,-2,-0.2
CCCCCCc1nc2ccccc2c(=O)n1NC(=O)c1c(O)c2cccc3c2n(c1=O)CCC3,4,5,96,-10,1,6,4,102,-16,-0.4
CCc1ccc(NC(=O)CC2NCCNC2=O)cc1 (centres undefined),-1,14,102,8,0.9,-5,-3,103,0,-0.1
COC(=O)C1C2CCC(C2)C1C(=O)OCC(=O)c1ccc(C)cc1 (centres undefined),12,3,102,-11,1,1,-2,95,6,-0.2
C=CCn1c(SCC(=O)/C(C#N)=C(\C)N)nnc1C1CCCCC1,6,10,100,5,0.9,4,0,98,5,-0.1
O=C(CCc1nnc(Cc2ccc3c(c2)OCO3)o1)NC(c1ccccn1)C(F)(F)F (centres undefined),4,19,97,13,0.8,7,4,102,8,-0.1
N#Cc1nc(COc2ccc(Br)cc2)oc1NCCCn1ccnc1,2,-7,88,11,1.1,-9,13,101,-9,-0.3
CSC(=Nc1cccc(C)c1)NC#N,-16,11,105,9,0.9,11,-5,112,11,-0.2
O=C(CCn1c(=S)[nH]c2ccccc2c1=O)NCCSCc1ccccc1,10,5,86,4,0.9,-2,13,93,8,0.1
COCC(=O)OCn1nnc2ccccc2c1=O,2,7,105,1,0.9,-2,-5,101,1,0.2
O=C(OCC(=O)N1CCCC1)c1ccc(S(=O)(=O)N2CCOCC2)cc1,-6,14,99,-1,0.9,4,-2,109,6,-0.1
COc1ccc(NC(=O)c2ccc3c(c2)NC(=O)CO3)cc1OC,1,1,108,2,1,0,-10,100,2,-0.3
O=C(COC(=O)COc1ccc2ccccc2c1)NCC(F)(F)F,0,7,98,-6,0.9,6,1,102,6,-0.1
COC(=O)CC1C(=O)NCCN1C(=O)Nc1ccc(Cl)cc1 (centres undefined),3,0,106,-6,1,6,-6,102,6,-0.2
COc1ccc(-n2c(C)nc3cc(C(=O)NCc4ccco4)ccc32)cc1,16,14,104,-7,0.9,4,-4,89,-6,-0.4
O=C(CNC(=O)c1cccc(F)c1)OCC(=O)N1CCCCC1,-11,-3,117,-8,1,-6,-19,115,-7,-0.3
Cc1ccc2nc(SCCC(=O)O)cc(C)c2c1,-1,11,104,13,0.9,4,-5,105,2,0.0
CC1CCN(CCc2nc3cc(NS(=O)(=O)c4ccccc4)ccc3n2C)CC1,-2,15,109,-10,0.8,1,-10,104,-2,-0.2
Cc1ccc(C(=O)NCCCc2ccccc2)c(C)c1,6,9,136*,-160,0.9,15,-41,101,0,-0.1
C=CCn1c(CCC(=O)Nc2ccc(C)c(Cl)c2)nnc1SCC(=O)Nc1ccccc1C,3,15,98,-24,0.9,-38,1,106,1,0.1
CS(=O)(=O)N1CCN(c2ccccc2[N+](=O)[O-])CC1,2,-18,102,8,1.2,3,-5,102,-12,0.1
Cc1nc2sc(C(c3ccco3)N3CCC4(CC3)OCCO4)c(O)n2n1 (centres undefined),8,x,101,6,x,x,-1,96,-10,-0.2
COC(=O)C1CCN(CC(=O)Nc2sc3c(c2C#N)CCC3)CC1,0,16,98,1,0.8,4,2,102,9,-0.3
COc1ccc(NC(=O)CC2Nc3cc(C)c(C)cc3NC2=O)c([N+](=O)[O-])c1 (centres undefined),8,2,96,2,1,8,2,99,-4,-0.1
O=C(OCCOc1ccc(Br)cc1)c1ccc(Cl)nc1,14,16,92,-6,0.8,7,10,92,-13,-0.2
COc1ccc(S(=O)(=O)NCCSC(C)(C)C)c(Cl)c1Cl,1,12,97,2,0.9,14,3,99,-2,-0.1
C1CSC2(N1)C1CC3CC2CC(C1)C31NCCS1 (centres undefined),9,11,92,1,0.9,4,9,96,-15,-0.2
Cc1cc(C(=O)NNC(=S)NCC(C)C)no1,6,7,97,-24,0.9,4,4,99,-14,0.1
Cc1ccc(Nc2cc(C)nc(-c3ccccc3O)n2)cc1,0,17,110,-17,0.8,0,-10,98,-4,-0.1
CSc1cc(C)c(OCC(=O)Nc2ccc(NC(C)=O)cc2)c(C)c1,-6,28,105,3,0.7,14,-8,108,1,-0.3
COCC(C)NC(=O)c1ccc(Cl)c(Cl)c1 (centres undefined),-2,-2,101,10,1,3,-2,105,-8,-0.6
CC(=O)Nc1nc2ccc(C(=O)NC3CCCCC3)cc2s1,7,-16,98,3,1.2,6,2,96,3,0.0
CCOC(=O)c1sc(=S)n(C)c1NC(=O)c1ccccc1,4,11,105,-4,0.9,4,-6,99,6,-0.2
Cc1ccc(CSc2nc3ccccc3c(=O)n2Cc2ccco2)cc1,19,18,94,-2,0.8,-7,7,85,-2,-0.3
CCN(CC)C(=O)Cn1cc(C(=O)C2CC2)c2ccccc21,1,10,95,21,0.9,-1,4,102,-3,0.1
CCc1nc(C)ccc1OC(=O)C12CC3CC(CC(C3)C1)C2,10,13,94,-26,0.9,5,7,95,1,-0.4
C1CCN(c2nc(N3CCCCC3)nc(N3CCNCC3)n2)CC1,14,10,95,6,0.9,8,6,95,2,-0.1
Cc1[nH]nc2c1C(=O)CCC2,8,19,103,-2,0.8,-16,-3,98,-9,-0.1
COc1ccc2c(c1)c(=O)oc1cc(OCC(=O)N3CCC(C)CC3)ccc12,5,-6,99,15,1.1,4,1,97,-3,-0.3
Cn1nccc1CNC(=O)c1ccnn1C,11,-7,101,7,1.1,16,-1,97,5,0.3
O=C1COc2ccc(C(=O)CSc3nc4ccccc4c(=O)n3-c3ccc(Cl)c(Cl)c3)cc2N1,2,21,102,-7,0.8,11,-2,100,-1,-0.1
CNc1nc(-c2ccc(Cl)cc2)cs1,7,4,132*,-83,1,10,-33,100,-3,-0.1
COCCNC(=O)CN1C(=O)CSc2cc(S(=O)(=O)N3CCCCCC3)ccc21,4,x,93,2,x,x,8,100,16,-0.3
Cc1cc(C(=O)NCc2ccc3c(c2)OCO3)n(-c2ccccc2)n1,1,26,92,-1,0.7,3,8,106,-1,0.1
O=C(CCc1nc2ccccc2[nH]c1=O)OCC(=O)c1cccc2ccccc12,-1,-4,107,3,1,0,-8,100,8,-0.5
COc1ccc(CNC(=O)C23CN(Cc4ccccc4)CC2C(c2ccc([N+](=O)[O-])cc2)=NO3)cc1 (centres undefined),-5,17,91,-18,0.8,8,10,109,-9,-0.1
COc1cc(NS(=O)(=O)c2ccc(NC(=O)C34CC5CC(CC(C5)C3)C4)cc2)ncn1,0,12,106,-9,0.9,8,-6,102,6,-0.4
CCCCC(=O)N1CCCC(c2nc(-c3cccc(OC)c3)no2)C1 (centres undefined),-2,18,114,-35,0.8,10,-16,102,-10,0.0
Cc1onc(C(=O)Nc2sc3c(c2C#N)CCCC3)c1[N+](=O)[O-],8,22,101,-13,0.8,16,-2,100,-3,0.0
CCOc1ccc(-n2c(SCC(=O)Nc3cc(C)on3)nc3c([nH]c4ccccc43)c2=O)cc1,2,5,97,-4,0.9,-5,4,102,9,-0.2

# An excerpt of these results, with tabs.
molecule	STAT3 inh	Diaph inh CS	STAT1 activator	APP 5UTR inh	Diaph act CS	G6PDH counter	STAT1 blocker	STAT3 activator	TLR4-MyD88 BLA	Hsp70 activator
Cn1nccc1CNC(=O)c1ccnn1C	11	-7	101	7	1.1	16	-1	97	5	0.3
O=C1COc2ccc(C(=O)CSc3nc4ccccc4c(=O)n3-c3ccc(Cl)c(Cl)c3)cc2N1	2	21	102	-7	0.8	11	-2	100	-1	-0.1
CNc1nc(-c2ccc(Cl)cc2)cs1	7	4	132*	-83	1	10	-33	100	-3	-0.1
COCCNC(=O)CN1C(=O)CSc2cc(S(=O)(=O)N3CCCCCC3)ccc21	4	x	93	2	x	x	8	100	16	-0.3

# (listing goes on)
SMILES,STAT3 inh,Diaph inh CS,STAT1 activator,APP 5UTR inh,Diaph act CS,G6PDH counter,STAT1 blocker,STAT3 activator,TLR4-MyD88 BLA,Hsp70 activator
CO/N=C(/CNC(=O)c1cccc(Cl)c1)c1ccc(Cl)cc1,15,16,98,7,0.8,2,2,93,10,-0.3
CCOC(=O)c1sc2ccccc2c1OC(=O)c1ccc(C)cc1,-10,16,103,-4,0.8,-16,-4,104,1,-0.3
COc1ccc(/C=C/c2ccc(=O)n(Cc3ccccc3)n2)cc1,8,16,102,-1,0.8,2,-4,95,-2,-0.2
OCCNc1nc(Cl)nc(NCc2ccco2)n1,-9,x,102,13,x,15,-4,110,15,-0.2
O=C(CN1CCN(S(=O)(=O)c2ccc(Br)cc2)CC1)Nc1ccc(F)cc1,4,18,107,8,0.8,-2,-8,100,-3,-0.2
CCn1c(Cn2nnc(-c3ccccc3)n2)nnc1SCC(=O)Nc1ccc(N(C)C)cc1,6,22,96,-16,0.8,1,5,100,9,-0.5
Cc1nn(C)c(C)c1S(=O)(=O)N(CC(=O)NCc1ccco1)c1ccc(C(C)C)cc1,5,11,93,23,0.9,18,9,96,-9,-0.4
CC(C)COC(=O)n1ccc(C(=O)N2CCCCC2)n1,-6,-4,106,-10,1,1,-7,108,3,-0.1
COc1ccc(-c2cc(=O)oc3cc(OC(C)C(=O)O)ccc23)cc1 (centres undefined),-9,9,102,0,0.9,7,-3,109,-3,-0.2
